Mtb BioA inh – BioA (M. tuberculosis) enzyme inhibition; AID 602481; inhibition, % at 9.99 µM; purified M. tuberculosis BioA enzyme, plate reader; actives 0.096% (n = 360,000); in the data active = inhibition above about 40%; inconclusive = no clear call, values can overlap the other calls
Mtb FBA inh – Mtb fructose-bisphosphate aldolase inhibition. purified M. tuberculosis FBA, fluorescence read-out. actives 2.3% (n = 360,000). AID 588726. inhibition, % at 1 µM; in the data active = inhibition above about 27%;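 note: 0% = vehicle and 100% = reference inhibitor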
Target sequence (P9WQA3 whole entry, looked up): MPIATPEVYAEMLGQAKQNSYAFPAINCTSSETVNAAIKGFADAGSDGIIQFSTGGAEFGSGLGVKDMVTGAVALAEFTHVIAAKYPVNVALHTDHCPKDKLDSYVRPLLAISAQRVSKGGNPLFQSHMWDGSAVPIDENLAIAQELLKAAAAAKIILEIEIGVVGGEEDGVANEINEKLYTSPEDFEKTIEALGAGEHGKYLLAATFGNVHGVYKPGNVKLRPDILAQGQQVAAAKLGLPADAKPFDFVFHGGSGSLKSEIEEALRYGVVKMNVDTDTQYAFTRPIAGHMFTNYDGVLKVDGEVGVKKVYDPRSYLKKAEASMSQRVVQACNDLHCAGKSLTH
FadD28 FP inh – blocks FadD28 binding to the bisubstrate probe; fluorescence polarization; inhibition, % at 12.5 µM; actives 0.22% (n = 360,000); AID 588549; in the data active = inhibition above about 8.5%, passing the limit was not always enough; inconclusive = no clear call, values can overlap the other calls
CCHFV vOTU inh – blocks the CCHF virus ovarian tumor domain protease. CCHFV vOTU protease, Pep-AMC fluorescence. inhibition, % at 11.5 µM. actives 0.55% (n = 370,000). AID 651958; note: 0% = vehicle wells with enzyme and 100% = no enzyme wells
PrPC surface inh – cell surface PrPC inhibition, primary TR-FRET screen | P04156 | TR-FRET read-out | inhibition, % at 13.8 µM | actives 0.43% (n = 370,000); in the data active = inhibition above about 24%; note: 0% = median of the test wells and 100% = reference compound wells
GDH-TPI inh – GDH-TPI coupled enzyme inhibition counter-screen; GDH-TPI coupled enzyme counterscreen, NADH absorbance; inhibition, % at 4.8 µM; actives 1.2% (n = 360,000); AID 588335;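 note: 0% = DMSO wells and 100% = wells lacking the enzyme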
BoNT-F LC inh – BoNT F light chain protease inhibition. Multiplex microsphere protease cleavage assay, flow cytometry. inhibition, % at 10 µM. actives 0.22% (n = 360,000). AID 588497; in the data active = inhibition above about 35%, passing the limit was not always enough; inconclusive = no clear call, values can overlap the other calls; note: plate controls were buffer without enzyme for full effect and enzyme alone for no effect
Mtb UGM inh – inhibitors of M. tuberculosis UDP-galactopyranose mutase | P9WIQ1 | purified UGM, fluorescence polarization probe displacement | inhibition, % at 10 µM | actives 0.06% (n = 320,000) | AID 504406; in the data active = inhibition above about 10%, passing the limit was not always enough; inconclusive = no clear call, values can overlap the other calls
Target sequence (P9WIQ1 whole entry, looked up): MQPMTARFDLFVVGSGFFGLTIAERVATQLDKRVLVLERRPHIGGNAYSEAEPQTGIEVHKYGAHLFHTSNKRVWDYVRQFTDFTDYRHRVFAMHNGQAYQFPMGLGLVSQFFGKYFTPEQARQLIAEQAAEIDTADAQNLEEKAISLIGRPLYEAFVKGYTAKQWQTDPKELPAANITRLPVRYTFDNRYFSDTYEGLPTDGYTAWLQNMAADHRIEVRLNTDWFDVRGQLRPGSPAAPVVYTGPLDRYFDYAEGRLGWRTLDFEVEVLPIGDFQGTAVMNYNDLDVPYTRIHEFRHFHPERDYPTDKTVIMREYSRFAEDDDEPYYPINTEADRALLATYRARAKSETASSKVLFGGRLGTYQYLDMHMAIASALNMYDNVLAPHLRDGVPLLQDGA
BoNT-A LC inh2 – inhibitors of Botulinum neurotoxin A light chain protease. multiplex microsphere protease substrate cleavage, flow cytometry. inhibition, % at 10 µM. actives 0.17% (n = 360,000); in the data active = inhibition above about 30%; inconclusive = no clear call, values can overlap the other calls; note: plate controls were buffer without enzyme for full effect and enzyme alone for no effect
* = called active by the depositor; ? = inconclusive; / = not tested or not shown. Cut-off read from the data, not from the text of the source, unless noted: active = inhibition above about 30%; inactive = the rest.

SMILES	Mtb BioA inh	Mtb FBA inh	FadD28 FP inh	CCHFV vOTU inh	PrPC surface inh	GDH-TPI inh	BoNT-F LC inh	Mtb UGM inh	BoNT-A LC inh2
O=[N+]([O-])c1ccc(Cl)cc1NCc1cccnc1	/	-4	-0.3	-2	5	-12	?	0.2	5.2
O=C(CSc1nnc(-c2ccccc2F)n1C1CCCCC1)Nc1cc(C(=O)O)ccc1Cl	1.1	-3	-1.8	9	6	1	-17	-0.6	-3.0
CCOc1ccc(N/C=C\C(=O)c2ccc3c(c2)OCO3)cc1	/	-1	-2.2	-6	-2	-1	4	0.2	0.9
C[C@@H]1O[C@@H](O[C@H]2C[C@@H](O)[C@]3(CO)[C@H]4[C@H](O)C[C@]5(C)[C@@H](C6COC(=O)C6)CC[C@]5(O)[C@@H]4CC[C@]3(O)C2)[C@H](O)[C@H](O)[C@H]1O (some centres not stated)	-0.9	-1	-3.1	5	4	-12	-16	-3.8	-0.5
c1ccc(NC2=Nc3cccc4cccc2c34)cc1	2.2	-3	-3.4	-4	3	2	-7	5.6	-0.9
CCOC(=O)[C@]12Cc3cc(N(C)C)ccc3[C@H]1N(Cc1ccccc1)C(=O)c1ccccc12	1.0	-1	-2.1	8	-3	-5	-2	/	-0.3
COc1ccc(NC(=O)CCCCCN2C(=O)[C@@H]3Cc4ccccc4CN3C2=O)cc1Cl	-0.9	-4	-4.4	8	3	-11	3	-3.8	0.1
Cc1ccc(-c2cc(-c3ccc(C)cc3)[n+](-c3ccccc3)c(-c3ccc(C)cc3)c2)cc1	31	11	-3.4	/	/	25	-9	0.0	-0.1
O=C(Cc1ccccc1)N/N=C/c1cc(Br)cc(Br)c1O	0.0	6	-0.8	-13	-1	15	-37	1.9	-2.9
COc1ccc(NC(=O)CCS(=O)(=O)c2ccccc2Cl)cc1S(=O)(=O)Nc1ccc(Cl)cc1	/	0	-0.7	2	2	3	-4	-1.1	-1.2
COC(=O)C(O)(CC(=O)Nc1ccc(OC)cc1)C(F)(F)F (configuration not stated)	/	2	-4.7	3	4	-1	21	0.4	0.5
NC(=O)C1CCC(NC(=O)OCc2ccccc2)CC1 (configuration not stated)	-0.2	2	-2.2	-2	4	4	2	3.2	0.2
COc1ccc(-c2cc(C(=O)NCc3ccc(Cl)cc3)no2)cc1OC	-1.5	3	-2.3	0	-5	9	-39	3.1	-3.1
CCN1CCn2c1nc(N1CCOCC1)nc2=O	-3.2	3	0.9	-9	7	1	-8	-1.5	?
COc1ccc(C(=O)NNC(=O)COc2ccc(Cl)cc2)c(OC)c1	-1.3	1	-2.1	-1	-1	1	12	-2.6	-0.1
CCOC(=O)C1(CCOc2ccccc2)CCN(CC=C(C)C)CC1	-0.8	1	-3.1	2	-6	3	8	0.1	-0.7
COc1ccc(NC(=O)c2c(N)no[n+]2[O-])c(OC)c1	/	1	-1.9	-5	0	3	-2	0.2	-0.2
CN(Cc1nc(-c2ccncc2)no1)S(=O)(=O)c1ccc(Br)cc1	2.7	0	-2.7	-11	-2	-3	-4	1.2	0.1
CCOc1ccc(CSC2=NCCN2)cc1[N+](=O)[O-]	/	1	-3.5	-7	-8	12	-3	-6.5	-0.4
Cc1cccc(-c2cccc(NC(=O)C3CCCN(C(=O)c4cccnc4)C3)c2)c1 (configuration not stated)	1.7	-1	-5.9	1	-1	-1	7	-0.1	2.0
Cc1nn(CC(=O)Nc2ccc(Cl)cn2)c(C)c1[N+](=O)[O-]	-0.8	0	-7.2	10	1	1	-23	1.0	-1.0
CCOC(=O)C1CCCN(c2c(NCc3ccco3)c(=O)c2=O)C1 (configuration not stated)	4.4	3	-2.4	-6	8	-4	-9	-2.4	-0.5
N/C(=N\OC(=O)c1ccc(Cl)cc1)c1ccc(Cl)cc1	-2.1	1	-3.2	9	1	-8	-14	-1.5	-0.4
COc1ccc(NC(=O)c2cccnc2Sc2ccccc2)c(OC)c1	/	-1	1.4	1	-5	3	-12	-0.1	-0.2
CCOC(=O)CNC(=O)Cn1cnc2sc(C)c(S(=O)(=O)N3CCC(C)CC3)c2c1=O	/	3	-1.9	-9	-1	3	-2	0.1	-0.8

Single records (already shown). Values in the order: Mtb BioA inh | Mtb FBA inh | FadD28 FP inh | CCHFV vOTU inh | PrPC surface inh | GDH-TPI inh | BoNT-F LC inh | Mtb UGM inh | BoNT-A LC inh2
O=C(Cc1ccccc1)N/N=C/c1cc(Br)cc(Br)c1O in the list: 0.0 | 6 | -0.8 | -13 | -1 | 15 | -37 | 1.9 | -2.9
NC(=O)C1CCC(NC(=O)OCc2ccccc2)CC1 (configuration not stated) in the list: -0.2 | 2 | -2.2 | -2 | 4 | 4 | 2 | 3.2 | 0.2

Back to the main list, repeating the 3 entries before the break.
SMILES	Mtb BioA inh	Mtb FBA inh	FadD28 FP inh	CCHFV vOTU inh	PrPC surface inh	GDH-TPI inh	BoNT-F LC inh	Mtb UGM inh	BoNT-A LC inh2
N/C(=N\OC(=O)c1ccc(Cl)cc1)c1ccc(Cl)cc1	-2.1	1	-3.2	9	1	-8	-14	-1.5	-0.4
COc1ccc(NC(=O)c2cccnc2Sc2ccccc2)c(OC)c1	/	-1	1.4	1	-5	3	-12	-0.1	-0.2
CCOC(=O)CNC(=O)Cn1cnc2sc(C)c(S(=O)(=O)N3CCC(C)CC3)c2c1=O	/	3	-1.9	-9	-1	3	-2	0.1	-0.8
Cc1ccc2c3c(c(SCC(=O)Nc4nonc4C)nc2c1)CCCC3	0.1	-5	-3.3	2	-1	-2	-1	0.2	?
COc1cc2c(cc1OC)CN(C(=O)Cc1ccccc1)CC2	3.5	3	1.5	-6	-5	1	9	1.0	0.1
NS(=O)(=O)c1ccc(CCNC(=O)C(=O)Nc2cc3c4c(c2)CC(=O)N4CCC3)cc1	-0.7	-3	-0.7	12	-5	1	-7	2.1	-3.3
COc1ccc(CNC(=O)CCS(=O)(=O)c2ccc3c(c2)CCN3C(C)=O)cc1	2.5	-1	-5.8	3	-1	-2	2	0.5	1.2
Cc1ccc(C(=O)NCc2ccco2)o1	-2.0	-2	-4.1	-6	4	-4	-2	0.1	1.3
Cc1oc(-c2ccccc2Cl)nc1Cn1cccc1C1=NC(c2ccccc2)CO1 (configuration not stated)	-0.5	-3	0.5	4	3	7	-5	0.1	0.4
Cc1ccc(C2=NN(C)c3nc4ccccc4n3C2)cc1	/	13	-1.4	0	-5	23	1	-1.1	1.7
O=C(Cc1cc(=O)oc2cc(O)ccc12)N[C@@H](Cc1c[nH]c2ccccc12)C(=O)O	-1.3	37*	0.4	-60	-8	18	-21	-0.5	1.7
Cc1nc(Oc2ccccc2)c2oc3ccccc3c2n1	-1.4	0	-3.0	8	-1	-1	-13	1.7	-1.0
COc1ccc2ccccc2c1CN(C)Cc1ccccc1	0.1	4	-1.7	-13	-13	8	-7	-1.3	-1.1
O=C1NC(=O)C(Cc2c[nH]c3ccccc23)N1 (configuration not stated)	-0.7	-2	-2.4	7	-8	3	-22	-1.1	-0.8
OC(c1cccnc1)c1nc(-c2cccc(F)c2)cs1 (configuration not stated)	4.7	2	-3.3	8	-1	-8	-3	/	-0.3
Cc1cc(C)c(S(=O)(=O)NC(CC(=O)O)c2cccc([N+](=O)[O-])c2)c(C)c1 (configuration not stated)	-0.1	1	0.7	-6	-5	-3	1	2.4	0.8
Cc1cc([N+](=O)[O-])nn1CC(=O)N/N=C/c1ccccc1Br	/	-4	-4.6	-14	-10	8	?	-2.3	0.8
COc1cccc(NS(=O)(=O)c2ccc3c(c2)C2C=CCC2C(c2ccc(C(=O)O)cc2)N3)c1 (configuration not stated)	/	-3	22*	41*	-2	8	-12	2.8	0.5
C=CCC1([C@@H](C)CCC)C(=O)NC(=O)NC1=O	-2.7	2	-3.2	-5	1	-20	3	/	-0.1
CC(C)(C)NC(=O)CN(Cc1ccc2c(c1)OCO2)C(=O)CCC(=O)Nc1nccs1	/	2	-0.4	7	1	3	-5	-2.6	-0.4
O=C(Nc1nc2ccc([N+](=O)[O-])cc2s1)C1CCCO1 (configuration not stated)	/	-1	-1.0	8	-4	13	-3	0.0	-0.3
Cc1ccc(S(=O)(=O)N2CCCCC2CCNC(=O)C(=O)NC2CC2)cc1 (configuration not stated)	-3.7	0	0.5	-8	-4	6	-3	3.0	-0.2
C=CCn1c(CCc2ccc(OC(C)C)cc2)n[nH]c1=S	/	-3	-4.0	-5	10	2	2	2.9	0.1
O=C(CN1CCc2ccccc2C1)Nc1ccc(OC(F)(F)F)cc1	0.1	5	-1.4	23	8	9	3	-4.8	-3.2
Cc1c(C(=O)N2CCCCC2)c(S(=O)(=O)Nc2cccc(Br)c2)c(C)n1C	-0.2	4	0.1	17	-2	3	11	-3.1	-0.5
CCCCOc1ccc(-c2nnc(-c3ccco3)o2)cc1	-0.5	46*	-3.6	1	3	2	-6	-2.5	-1.2
NC(Cc1ccc(Cl)cc1)c1csc(Nc2nccc(C(F)(F)F)n2)n1 (configuration not stated)	-1.4	-5	-14	2	-6	2	-17	/	-0.1
N#C/C(=N\Nc1ccc(F)cc1)C(=N)N1CCCCCC1	-3.0	-4	-0.7	17	-8	7	-1	-3.4	-0.3
(cont.)
SMILES	Mtb BioA inh	Mtb FBA inh	FadD28 FP inh	CCHFV vOTU inh	PrPC surface inh	GDH-TPI inh	BoNT-F LC inh	Mtb UGM inh	BoNT-A LC inh2
O=S(=O)(Cc1cc(N2CCOCC2)nc(-c2ccccn2)n1)c1ccccc1	/	2	1.3	3	0	-1	-4	-1.2	0.0
O=C(C1=COCCO1)N1CCN(S(=O)(=O)c2cccc(Cl)c2Cl)CC1	/	-1	-3.4	4	3	-3	1	-2.2	-0.2
ClCCn1cnc2c(SCc3ccccc3)ncnc21	1.8	-3	-3.9	-8	14	-3	5	/	-0.3
COCCCNC(=S)NNC(=S)Nc1ccccc1	0.1	0	1.5	5	-7	-2	-12	-1.1	-2.0
CN(C)CCCOC(=O)c1cc2ccccc2o1	-0.7	8	-2.1	4	8	-1	4	-0.8	-0.1
COc1ccc(C(=O)Nc2ccc(Cl)c(S(=O)(=O)Nc3ccccc3OC)c2)cc1	-0.2	1	-0.5	-3	11	-4	2	-0.2	-0.6
O=C(CCCc1ccccc1)NCCC1=CCCCC1	-1.4	1	-3.1	3	3	1	-1	-1.3	-1.1
O=C(CN(Cc1ccc(F)cc1)C(=O)Cn1nnc2ccccc21)NCC1CCCO1 (configuration not stated)	4.1	-2	1.1	1	-5	1	-6	0.4	-0.7
O=C(N[C@@H](Cc1ccccc1)C(=O)OCc1ccccc1)c1nc[nH]c1C(=O)NCc1ccccc1	0.4	-1	-2.2	15	2	15	-5	2.6	-0.1
N/C(=N\OC(=O)Cc1ccc(Cl)cc1)c1cccnc1	6.7	2	-1.0	/	/	8	-8	1.8	-0.3
Cc1cc(C)n2nc(SC(C)C(=O)N3CCC4(CC3)OCCO4)nc2n1 (configuration not stated)	2.3	-3	-3.0	0	1	5	-6	-5.0	?
Cc1sc(NC(=O)c2cccs2)c(C(N)=O)c1C	/	-3	-3.5	6	-7	28	-12	0.0	-0.8
CC(NC(=O)c1cccnc1)c1ccc2c(c1)OCO2 (configuration not stated)	0.5	2	1.8	-21	1	17	-2	0.4	?
Cc1nn(-c2nc3ccccc3s2)c(C)c1Oc1ccccc1O	-6.2	-3	-0.9	/	/	7	-15	1.6	-2.2
CCOc1ccc(C2C(C(=O)c3ccco3)=C(O)C(=O)N2CCCn2ccnc2)cc1OCC (configuration not stated)	14	0	-1.1	4	2	2	5	0.8	0.9
Cc1ccc(C(=O)Nc2ccc(F)cc2)cc1NC1=NC2CS(=O)(=O)CC2S1 (configuration not stated)	-0.5	0	-3.9	-1	8	3	-6	-1.6	0.3
COc1ccc(-c2cc3c(=O)n(CC(=O)NCc4ccc(Cl)cc4)ncn3n2)cc1	-1.6	3	-0.2	-4	11	3	8	-2.9	0.1
O=C1N/C(=N/O)S/C1=C\c1ccccc1-n1cccn1	/	-5	-3.5	4	-12	13	2	1.4	-0.1

3 compounds drawn at random from the list so far:
SMILES	Mtb BioA inh	Mtb FBA inh	FadD28 FP inh	CCHFV vOTU inh	PrPC surface inh	GDH-TPI inh	BoNT-F LC inh	Mtb UGM inh	BoNT-A LC inh2
Cc1ccc(S(=O)(=O)N2CCCCC2CCNC(=O)C(=O)NC2CC2)cc1 (configuration not stated)	-3.7	0	0.5	-8	-4	6	-3	3.0	-0.2
Cc1ccc(C(=O)NCc2ccco2)o1	-2.0	-2	-4.1	-6	4	-4	-2	0.1	1.3
N/C(=N\OC(=O)Cc1ccc(Cl)cc1)c1cccnc1	6.7	2	-1.0	/	/	8	-8	1.8	-0.3
